# Assay outcomes: PubChem, National Center for Advancing Translational Sciences (NCATS)
# PI4K2A block: inhibitors of human PI4K2A. purified PI4K2A, ADP-Glo luminescence, 1 h; stronger effect = lower value. activity change, negative = inhibition, % at 76.9 µM. Q9BTU6. AID 1346378. hit rate 0.13% among 420,000; in the data active = activity change below about -50%; inconclusive = mostly about -30% to -49%;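 note: -100% = wells without enzyme as full effect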
#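 In this quantitative HTS, ADP production by PI4K2A was quantified luminescently after 1 h at ambient temperature; 100 microM adenosine served as plate-quality control.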
# Pol eta inh: DNA polymerase eta (human) inhibition; recombinant Pol eta, fluorescent DNA replication assay; hit rate 1.2% among 390,000; Q9Y253; Potency, µM (top dose mostly 114 µM), for the others: at the highest dose activity change, negative = inhibition, actives largely listed as inhibitors; AID 588591; note: potency is the fitted concentration of half-maximal effect
#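 Pol eta at 10 nM preincubated with compounds 15 min at room temperature; reaction started with fluorescent substrate (50 nM final) and read kinetically at 0 and 10 min.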
# G9a block: G9a (human) methyltransferase inhibition. G9a H3K9 monomethylation, AlphaScreen, 2 h. Potency, µM (titrated, usually from 102 µM), without a hit: at the top dose activity, negative = inhibition, actives largely listed as inhibitors. Q96KQ7. hit rate 8.8% among 350,000; note: potency is the fitted concentration of half-maximal effect; nearly all actives have a fitted effect of over 75% in size
#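 Methyltransferase reactions run at room temperature for 2 h (20 nM enzyme, 500 nM biotin-H3K9 peptide, 20 uM SAM) after a 15 min compound preincubation; product detected by AlphaScreen beads and anti-H3K9me1 antibody.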
# GLS inhibitor: glutaminase GLS (human) inhibition; O94925; AID 624170; hit rate 0.21% among 410,000; Potency, µM (highest dose often 45.5 µM), inactives show top-dose activity change, negative = inhibition, actives largely listed as inhibitors; GLS enzymatic activity, qHTS titration; note: potency is the fitted concentration of half-maximal effect
#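 hKGA in 45 mM KH2PO4 (pH 8.2), 0.02% Tween-20 with compound, then 1mM L-Glutamine (stock as added) plus glutamate oxidase/HRP/Amplex red coupling mix. Fluorescence read initially and after 30 min at RT; signal change reflects glutamate formation.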
# * = called active by the depositor; i = inactive; ? = inconclusive; . = not tested or not shown; ! = repeats disagree; [ ] = dose if it differs, or a comment. Unless noted, calls come from the whole dose curve; as a rule, active = well fitted curve in the direction sought with a large enough effect; inconclusive = small, poorly fitted or top-dose-only effect, or another doubt; inactive = no such curve, though single readings can be large; an effect the other way counts as inactive or inconclusive. Unless noted, % is set by controls: 0 for no effect and ±100 for the full control effect. The list is partial (hit frequency here may not be typical).
# Sample of the layout (14 entries):
item | mol | PI4K2A block | G9a block
1 | Cc1cccc(C)c1-n1nnnc1C(c1ccccc1OC(F)(F)F)N1CCC(n2c(=O)[nH]c3ccccc32)CC1 (stereo unspecified) | 2 | .
2 | COc1ccc(-n2nnnc2C(c2cccc3ccccc23)N2CCC3(CC2)C(=O)NCN3c2ccccc2)cc1 (stereo unspecified) | 1 | .
3 | CCOC(=O)CNC(=O)N1Cc2cc(-c3ccccc3)ccc2-n2nncc2C1 | -4 | .
4 | CCC(c1nnnn1C1CCCCC1)N1CCC2(CC1)C(=O)NCN2c1ccccc1 (stereo unspecified) | 2 | .
5 | COc1ccc(CN2Cc3cc(N4CCCCC4)ccc3-n3nncc3C2)cc1 | 1 | .
6 | COc1ccc(-n2nnnc2C(c2cccc(OC)c2OC)N2CCC(n3c(=O)[nH]c4ccccc43)CC2)cc1 (stereo unspecified) | -6 | .
7 | Cc1cccc(C)c1-n1nnnc1C(CCc1ccccc1)N1CCC2(CC1)C(=O)NCN2c1ccccc1 (stereo unspecified) | 2 | .
8 | COc1ccc(-c2nc3ccc(Br)cn3c2CC(=O)N2CCCC2)cc1OC | -17 | .
9 | Cc1cccc(C)c1-n1nnnc1C(CCc1ccccc1)N1CCC(n2c(=O)[nH]c3ccccc32)CC1 (stereo unspecified) | 3 | .
10 | COc1ccc(-n2nnnc2C(c2ccccc2)N2CCC3(CC2)C(=O)NCN3c2ccccc2)cc1 (stereo unspecified) | 0 | .
11 | CCOC(=O)[C@]12Cc3cc4ccccc4cc3[C@H]1N(Cc1ccccc1)C(=O)c1cc(OC)ccc12 | 0 | .
12 | COC12c3ccccc3-c3ccccc3C1C(C(=O)O)C2C(=O)O (stereo unspecified) | -2 | .

item | Pol eta inh | GLS inhibitor
1 | . | -3%
2 | . | -3%
3 | . | 3%
4 | . | 30%
5 | . | 26%
6 | . | 9%
7 | . | 0%
8 | . | -4%
9 | . | -1%
10 | . | 15%
11 | . | 57%[activator]
12 | . | 18µM*

item | mol | PI4K2A block | G9a block
13 | O=c1[nH]c2ccccc2n1C1CCN(C(c2nnnn2Cc2ccccc2)C2CC2)CC1 (stereo unspecified) | 3 | .
14 | CC(C)C[C@H]1COc2cccc(N3CCN(C)CC3)c2S(=O)(=O)N1 | -4 | .

item | Pol eta inh | GLS inhibitor
13 | . | 12%
14 | . | 9%

# Results, from the first entry:
item | mol | PI4K2A block | G9a block
1 | Cc1cccc(C)c1-n1nnnc1C(c1ccccc1OC(F)(F)F)N1CCC(n2c(=O)[nH]c3ccccc32)CC1 (stereo unspecified) | 2 | .
2 | COc1ccc(-n2nnnc2C(c2cccc3ccccc23)N2CCC3(CC2)C(=O)NCN3c2ccccc2)cc1 (stereo unspecified) | 1 | .
3 | CCOC(=O)CNC(=O)N1Cc2cc(-c3ccccc3)ccc2-n2nncc2C1 | -4 | .
4 | CCC(c1nnnn1C1CCCCC1)N1CCC2(CC1)C(=O)NCN2c1ccccc1 (stereo unspecified) | 2 | .
5 | COc1ccc(CN2Cc3cc(N4CCCCC4)ccc3-n3nncc3C2)cc1 | 1 | .
6 | COc1ccc(-n2nnnc2C(c2cccc(OC)c2OC)N2CCC(n3c(=O)[nH]c4ccccc43)CC2)cc1 (stereo unspecified) | -6 | .
7 | Cc1cccc(C)c1-n1nnnc1C(CCc1ccccc1)N1CCC2(CC1)C(=O)NCN2c1ccccc1 (stereo unspecified) | 2 | .
8 | COc1ccc(-c2nc3ccc(Br)cn3c2CC(=O)N2CCCC2)cc1OC | -17 | .
9 | Cc1cccc(C)c1-n1nnnc1C(CCc1ccccc1)N1CCC(n2c(=O)[nH]c3ccccc32)CC1 (stereo unspecified) | 3 | .
10 | COc1ccc(-n2nnnc2C(c2ccccc2)N2CCC3(CC2)C(=O)NCN3c2ccccc2)cc1 (stereo unspecified) | 0 | .

item | Pol eta inh | GLS inhibitor
1 | . | -3%
2 | . | -3%
3 | . | 3%
4 | . | 30%
5 | . | 26%
6 | . | 9%
7 | . | 0%
8 | . | -4%
9 | . | -1%
10 | . | 15%

# The listing continues.
item | mol | PI4K2A block | G9a block
11 | CCOC(=O)[C@]12Cc3cc4ccccc4cc3[C@H]1N(Cc1ccccc1)C(=O)c1cc(OC)ccc12 | 0 | .
12 | COC12c3ccccc3-c3ccccc3C1C(C(=O)O)C2C(=O)O (stereo unspecified) | -2 | .
13 | O=c1[nH]c2ccccc2n1C1CCN(C(c2nnnn2Cc2ccccc2)C2CC2)CC1 (stereo unspecified) | 3 | .
14 | CC(C)C[C@H]1COc2cccc(N3CCN(C)CC3)c2S(=O)(=O)N1 | -4 | .
15 | CC(=O)OC1(c2ccccc2)CCN(CCc2ccccc2)CC1 | i | .
16 | COc1cc(-c2coc3c(C(=O)NCc4ccncc4)cccc23)ccc1O | -6 | .
17 | NC(Cc1ccc(Cl)cc1)c1csc(Nc2ccccn2)n1 (stereo unspecified) | -2 | .
18 | O=C1NCN(c2ccccc2)C12CCN(C(c1nnnn1-c1ccc3c(c1)OCCO3)C1CC1)CC2 (stereo unspecified) | -1 | .
19 | CCN(CC)C(C)C(=O)c1ccccc1 (stereo unspecified) | -2 | .
20 | CCOC(=O)[C@]12Cc3cc(C)ccc3[C@H]1N(C1CCCCC1)C(=O)c1ccccc12 | 17 | .

item | Pol eta inh | GLS inhibitor
11 | . | 57%[activator]
12 | . | 18µM*
13 | . | 12%
14 | . | 9%
15 | . | -1%[99.4 µM]
16 | . | ?
17 | . | 8%
18 | . | -3%
19 | . | 21%
20 | . | 61%[activator]

# Remaining list, next part
item | mol | PI4K2A block | G9a block
21 | CCOC(=O)[C@]12Cc3c(cc(OC)c(OC)c3OC)[C@H]1N(CCC(=O)OC)C(=O)c1ccccc12 | 10 | .
22 | COc1ccc(-n2nnnc2C(c2ccccc2OC(F)(F)F)N2CCC(n3c(=O)[nH]c4ccccc43)CC2)cc1 (stereo unspecified) | 4 | .
23 | CC[C@H](O)C(C[C@H](C)N(C)C)(c1ccccc1)c1ccccc1 | i | .
24 | O=C1NCN(c2ccccc2)C12CCN(C(c1cccs1)c1nnnn1C1CCCC1)CC2 (stereo unspecified) | -2 | .
25 | O=C(NC1CCCCC1)N1Cc2cc(N3CCOCC3)ccc2-n2nncc2C1 | -2 | .
26 | O=C(NCCN1CCC2(CC1)C(=O)NCN2c1cccc(F)c1)c1ccc2ccccc2c1 | -1 | .
27 | C=CCNC(=S)N1Cc2cc(Br)ccc2-n2nncc2C1 | 0 | .
28 | O=C1c2ccccc2-n2nnc(-c3ccccc3)c2C2c3cc(Br)ccc3CCN12 (stereo unspecified) | 2 | .
29 | CC(C)CC(NP(=O)(O)O[C@@H]1O[C@@H](C)[C@H](O)[C@@H](O)[C@H]1O)C(=O)NC(Cc1c[nH]c2ccccc12)C(=O)O (stereo partly specified) | 3 | 49%[activator][59 µM]
30 | NC(N)=NOCC[C@H](N)C(=O)O | -3 | 32µM*!

item | Pol eta inh | GLS inhibitor
21 | . | -8%
22 | . | 7%
23 | . | -4%[99.4 µM]
24 | . | 19%
25 | . | 1%
26 | . | 0%
27 | . | 6%
28 | . | -10%
29 | -1%[57.1 µM] | .
30 | -4%[57.1 µM] | .

# (listing goes on)
item | mol | PI4K2A block | G9a block
31 | CCCCCCCCCCCCCC(=O)O[C@@H]1[C@@H](C)[C@@]2(O)[C@@H](C=C(CO)C[C@@]3(O)C(=O)C(C)=C[C@@H]23)C2C(C)(C)[C@@]21OC(C)=O (stereo partly specified) | 2 | 7.9µM*!
32 | NC(N)=NOCCC(N)C(=O)O (stereo unspecified) | 6 | 30µM*!
33 | Nc1nc2[nH]c(=O)cnc2c(=O)[nH]1 | 3 | 36%[activator][12.7 µM]
34 | C[Se]C[C@H](N)C(=O)O | 4 | 0.63µM*
35 | NC(=O)COc1c(F)cc(SCCNS(=O)(=O)c2ccccc2)cc1F | 5 | 4%[59 µM]
36 | CCCn1c(=O)c2[nH]c(C3CCCC3)nc2n(CCCOC(=O)c2ccc(S(=O)(=O)F)cc2)c1=O | -6 | -4%[59 µM]
37 | CCCN(CCC)CCc1c[nH]c2ccc(C(N)=O)cc12 | -6 | ?
38 | CCCCCCCCCC[Si](C)(C)CCC(=O)NC(Cc1ccc(C)cc1)c1ccccc1 (stereo unspecified) | 0 | 43%[activator][59 µM]
39 | CN1CC[C@@]2(C)c3cc(O)ccc3N(C)C12 (stereo partly specified) | ? | 9.5µM*
40 | Oc1ccc2c3c1O[C@H]1c4[nH]c5c(c4C[C@@]4(O)[C@@H](C2)N(CC2CC2)CC[C@]314)C[C@@]1(O)[C@H]2Cc3ccc(O)c4c3[C@@]1(CCN2CC1CC1)[C@H]5O4 | 2 | 14µM*

item | Pol eta inh | GLS inhibitor
31 | ? | .
32 | -4%[57.1 µM] | .
33 | 0%[57.1 µM] | .
34 | -1%[57.1 µM] | .
35 | 0%[57.1 µM] | .
36 | 0%[57.1 µM] | .
37 | -4%[57.1 µM] | .
38 | 1%[57.1 µM] | .
39 | ? | .
40 | ? | .

# The results go on.
item | mol | PI4K2A block | G9a block
41 | CP(=O)(O)C1=CCNCC1 | 3 | 19%[59 µM]
42 | Clc1ccc(C(c2ccc(Cl)cc2)C(Cl)(Cl)Cl)cc1 | -1 | 154%[activator][59 µM]
43 | CCCCCCCCCCCC[N+](C)(C)CCOc1ccccc1 | -1 | 2%[59 µM]
44 | CCC1(c2ccccc2)CCC(=O)NC1=O (stereo unspecified) | -4 | 8%[59 µM]
45 | Cc1ccc(O)cc1 | -7 | 6%[2.33 µM]
46 | OC(O)C(Cl)(Cl)Cl | 0 | 24%[59 µM]
47 | ClC1=C(Cl)C2(Cl)C(CBr)CC1(Cl)C2(Cl)Cl (stereo unspecified) | -4 | 0%[12.7 µM]
48 | NP(N)(=O)NC(=O)c1ccc(F)cc1 | 1 | -50%[12.7 µM]
49 | CCCCCCCCCC(CC)c1ccc(S(=O)(=O)O)cc1 (stereo unspecified) | i | 11%[59 µM]
50 | C=CCN(C1=NCCN1)c1c(Cl)cccc1Cl | -4 | 6%[59 µM]

item | Pol eta inh | GLS inhibitor
41 | -4%[57.1 µM] | .
42 | . | -11%
43 | . | ?
44 | . | -13%
45 | . | -4%
46 | . | -8%
47 | . | 5%
48 | . | 6%
49 | . | 20%
50 | . | 3%

# More compounds
item | mol | PI4K2A block | G9a block
51 | CC(C)(C)NCC(O)c1cc(Cl)c(N)c(C(F)(F)F)c1 (stereo unspecified) | 0 | -45%[12.7 µM]
52 | C[N+](C)(C)CCOC(=O)C(O)(c1ccccc1)c1ccccc1 | 0 | ?
53 | C[N+]1(CCC(C(N)=O)(c2ccccc2)c2ccccc2)CCCCC1 | 1 | -1%[12.7 µM]
54 | C[C@]12Cc3nonc3C[C@@H]1CC[C@@H]1[C@@H]2CC[C@@]2(C)[C@H]1CC[C@]2(C)O | 1 | -3%[12.7 µM]
55 | CN1C(=S)CN=C(c2ccccc2)c2cc(Cl)ccc21 | 2 | -47%[12.7 µM]
56 | O=C1C(I)=CC(=C(c2cc(I)c(O)c(I)c2)c2ccccc2C(=O)O)C=C1I | -2 | ?
57 | O=C(Nc1ccc(Br)cc1)c1cc(Br)cc(Br)c1O | -4 | 3%[59 µM]
58 | O=c1n(Cl)c(=O)n(Cl)c(=O)n1Cl | -3 | 13µM*
59 | O=C(NC(=O)c1c(F)cccc1F)Nc1cc(Cl)c(OC(F)(F)C(F)C(F)(F)F)cc1Cl (stereo unspecified) | 1 | 1%[12.7 µM]
60 | CC[N+]1(CCOC(=O)C(O)(c2ccccc2)c2ccccc2)CCCCC1 | -2 | -34%[12.7 µM]
61 | NC(N)=NN=C(/C=C/c1ccc([N+](=O)[O-])o1)/C=C/c1ccc([N+](=O)[O-])o1 | -20 | ?

item | Pol eta inh | GLS inhibitor
51 | . | 0%
52 | . | 5%
53 | . | 4%
54 | . | 5%
55 | . | -1%
56 | . | ?
57 | . | -8%
58 | . | 11%
59 | . | 0%
60 | . | 2%
61 | . | -4%
